High-throughput results (PubChem)
CendR NRP1 mod = modulators of CendR peptide binding to NRP-1, primary screen, biochemical, fluorescence polarization, uHTS. 0.85% of 360,000 active. AID 602438, 2012. Neuropilin-1 (Homo sapiens), O14786. inhibition, % at 25 µM. FAM-RPARPAR peptide binding to NRP-1;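 active = inhibition or corrected inhibition above about 18%, plus a signal ratio from 0.5 to 1.5, limit read from the data, passing the limit was not always enough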; also: strong numbers were not always called active
STEP block = STEP phosphatase inhibitors, primary screen, biochemical, fluorescence intensity, uHTS; Tyrosine-protein phosphatase non-receptor type 5 (Homo sapiens), P54829; recombinant STEP, OMFP fluorogenic substrate; inhibition, % at 20 µM; 0.25% of 360,000 active;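 active = inhibition at 20 µM, scaled per plate between control wells, above about 37%, limit read from the data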;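 also: 0% = DMSO with enzyme and substrate and 100% = substrate only without enzyme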
Target sequence (P54829 whole entry, looked up): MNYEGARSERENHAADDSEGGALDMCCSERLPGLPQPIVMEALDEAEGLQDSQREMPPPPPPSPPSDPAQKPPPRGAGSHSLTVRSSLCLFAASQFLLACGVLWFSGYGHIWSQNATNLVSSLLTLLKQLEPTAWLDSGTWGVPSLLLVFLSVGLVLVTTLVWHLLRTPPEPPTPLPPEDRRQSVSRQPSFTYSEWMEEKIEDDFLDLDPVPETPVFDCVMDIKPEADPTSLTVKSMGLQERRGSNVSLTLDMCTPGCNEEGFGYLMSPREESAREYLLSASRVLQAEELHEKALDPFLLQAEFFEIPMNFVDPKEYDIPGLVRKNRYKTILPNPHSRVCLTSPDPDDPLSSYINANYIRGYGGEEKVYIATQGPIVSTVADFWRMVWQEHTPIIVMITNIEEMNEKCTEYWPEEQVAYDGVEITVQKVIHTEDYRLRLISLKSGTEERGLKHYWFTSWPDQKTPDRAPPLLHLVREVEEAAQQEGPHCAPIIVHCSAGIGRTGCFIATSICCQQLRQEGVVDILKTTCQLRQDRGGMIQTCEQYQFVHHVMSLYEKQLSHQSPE
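Material: STEP (striatal-enriched tyrosine phosphatase) enzyme, cell-free | Medium: 50 mM Bis-Tris pH 6.0 with 2.5 mM DTT and 0.005% Tween 20 | Read-out: Percent inhibition scaled to no-enzyme and uninhibited-enzyme controls, plate-pattern corrected | Signal: Fluorescence read at 480 nm ex / 540 nm em | Times: 20 min reaction, room temperature, in the dark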
SUMO1-SIM PPI = modulators of SUMO1 protein-protein interactions, primary screen, biochemical, uHTS; 0.33% of 360,000 active; inhibition, % at 20 µM; Small ubiquitin-related modifier 1 (Homo sapiens), P63165; SUMO1 binding to a labelled peptide, TR-FRET, 1 h; in the data active = inhibition above about 37%
Target sequence (P63165 whole entry, looked up): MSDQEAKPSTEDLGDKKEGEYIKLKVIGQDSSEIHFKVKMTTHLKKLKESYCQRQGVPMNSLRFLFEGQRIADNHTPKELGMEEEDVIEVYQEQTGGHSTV
Scp1 inh = Scp-1 phosphatase inhibitors, primary screen, biochemical, colorimetric, uHTS. inhibition, % at 20 µM. 0.88% of 340,000 active. AID 493091, 2011. Carboxy-terminal domain RNA polymerase II polypeptide A small phosphatase 1 (Homo …. Recombinant Scp1, phosphopeptide, malachite green phosphate absorbance;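 active = inhibition above about 50% at 20 µM, limit read from the data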;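 also: plate controls were DMSO wells with enzyme for no effect and wells lacking enzyme for full effect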
Target sequence (Q9GZU7 76-261 limits assumed): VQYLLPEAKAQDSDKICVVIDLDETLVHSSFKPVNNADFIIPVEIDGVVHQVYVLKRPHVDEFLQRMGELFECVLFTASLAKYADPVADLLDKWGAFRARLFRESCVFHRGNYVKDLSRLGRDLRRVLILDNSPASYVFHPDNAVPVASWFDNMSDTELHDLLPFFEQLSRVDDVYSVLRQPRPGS
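System: SCP-1 catalytic domain; Reagent: Phospho 17-mer peptide substrate; Doses: one concentration, 20 µM, with 1.0% DMSO; Incubation: 45 min room-temperature reaction, 5 min colour, 30 min stabiliser; Signal: Phosphate-binding colour reagent, absorbance read at 630 nm.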
Tb MetRS inh = T. brucei MetRS inhibitors, primary screen, biochemical, luminescence. purified T. brucei MetRS, ATP depletion, Kinase-Glo luminescence. inhibition, % at 11.9 µM. 0.4% of 360,000 active. methionyl-tRNA synthetase (Trypanosoma brucei brucei);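 active = inhibition above a per-plate cutoff of the control wells' mean inhibition plus 3 SD, cut at about 5.5% in these data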;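 also: 0% = DMSO wells median and 100% = median of wells with control inhibitor compound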
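Material: parasite MetRS enzyme / Replication: singlicate, one well per compound / Signal: luminescence of leftover ATP / Schedule: 2 h aminoacylation at 25 °C after 15 min preincubation / Medium: HEPES-MgCl2-KCl buffer plus DTT, spermine, BSA, pyrophosphatase / Doses: 11.9 µM single point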
NadD inh = inhibitors of S. aureus NadD, primary screen, biochemical, colorimetric, uHTS | Nicotinate-nucleotide adenylyltransferase NadD (Staphylococcus aureus N315) | purified NadD enzyme, colorimetric absorbance read-out | inhibition, % at 20 µM | 0.78% of 360,000 active | AID 602399, 2012; in the data active = inhibition above about 26%; also: some compounds past the cut are filed as inactive
SKN-1 block = suppressors of acrylamide-induced Pgst-4::GFP reporter in worms, primary screen, SKN-1 inhibitor project, whole organism, uHTS, GFP/RFP fluorescence ratio, strain VP596 | C. elegans VP596 Pgst-4::GFP/RFP ratio, 24 h | 0.49% of 360,000 active | inhibition, % at 21.8 µM;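 active = interference check ratio from 0.5 to 1.5 plus GFP to RFP signal ratio inhibition reaching or exceeding a fixed threshold, cut at about 30% in these data, passing the limit was not always enough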; also: some compounds called inactive have numbers as strong as hits
DNMT1 inh = human DNMT1 methyltransferase inhibitors, primary screen, biochemical, molecular beacon, fluorescence, HinP1I cleavage, uHTS; DNA (cytosine-5)-methyltransferase 1 (Homo sapiens), P26358; inhibition (reported as % activation of signal), % at 10 µM; AID 588458, 2011; 0.83% of 360,000 active; in the data active = inhibition above about 50%
Neddylation inh = inhibitors of cullin neddylation, primary screen, biochemical, TR-FRET, uHTS, NAE and Ubc12 | calls only at 25 µM | 0.58% of 360,000 active; in the data active = inhibition above about 36%
LMPTP inh = LMPTP phosphatase inhibitors, primary screen, biochemical, fluorescence intensity, uHTS | 0.22% of 360,000 active | inhibition, % at 20 µM | recombinant LMPTP-A, OMFP fluorogenic substrate | Low molecular weight phosphotyrosine protein phosphatase (Homo sapiens), P24666;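 active = compounds that cut the enzyme signal by at least half of the control window in the single-dose screen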;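 also: plate controls were DMSO wells with enzyme plus substrate for no effect and substrate without enzyme for full effect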
Target sequence (P24666 whole entry, looked up): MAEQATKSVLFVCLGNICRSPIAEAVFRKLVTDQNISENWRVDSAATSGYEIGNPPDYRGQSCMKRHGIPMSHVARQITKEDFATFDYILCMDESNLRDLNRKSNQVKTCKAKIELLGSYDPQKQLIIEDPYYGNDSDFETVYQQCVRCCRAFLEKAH
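Assay system: LMPTP-A enzyme. Input: 0.625 nM LMPTP-A final. Probe or stimulus: 400 µM OMFP. Compound dosing: single 20 µM dose. Schedule: 50 min dark incubation at room temperature. Detection: fluorescence intensity of OMFP turnover product. Read-out: percent inhibition versus substrate-only and uninhibited controls. Benchmarks: no-enzyme low control, uninhibited high control.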
Starred values were filed as active, the others as inactive; i = inactive; x = no result given.

SMILES	CendR NRP1 mod	STEP block	SUMO1-SIM PPI	Scp1 inh	Tb MetRS inh	NadD inh	SKN-1 block	DNMT1 inh	Neddylation inh	LMPTP inh
COCCNC(=O)C1(C)CCN(Cc2ccccc2C#N)C1 (stereo unspecified)	4	-1	-6	x	-0.1	-8	10	-7	i	0.1
COc1ccc(-c2nc3c4ccccc4ccn3c2Cc2ccsc2)cc1OC	-18	2	-3	x	-0.6	11	3	-9	i	2.8
CCC[N+](CC#Cc1ccccc1)(CCC)CC(=O)OC	3	3	0	-5	-0.9	-6	0	4	i	-2.4
COCCn1c(=O)[nH]c(=O)c2cc(C(=O)c3cc(Cl)ccc3O)cnc21	-30	0	3	-2	-0.6	18	2	-7	i	0.1
Cc1cccc(NC(=O)Cn2cc(C(=O)C3CC3)c3ccccc32)c1C	0	1	0	-5	-0.8	-1	-10	-2	i	-1.0
COc1cccc(C2C3=C(CC(C)(C)CC3=O)OC(N)=C2[N+](=O)[O-])c1 (stereo unspecified)	20	-3	-1	-1	-1.4	-1	-26	10	i	-0.6
O=C(CN1CCC(C(=O)c2ccc3c(c2)OCCO3)CC1)Nc1ccccc1C(F)(F)F	-7	-1	5	-7	0.2	-10	3	-3	i	0.4
CCOC(=O)C1=C(COC(=O)/C=C/c2cccc([N+](=O)[O-])c2)NC(=O)NC1C (stereo unspecified)	5	3	-23	1	-0.1	-4	0	0	i	0.2
Cn1ncc(Cl)c1C(=O)N1CCN(C23CC4CC(CC(C4)C2)C3)CC1	3	0	19	7	-0.1	-6	-8	-1	i	-0.4
CC(=O)c1ccc(N2CCN(C(=S)Nc3cccc(Cl)c3)CC2)cc1	-6	1	-3	-5	0.7	-4	14	-6	i	2.3
O=C(Cc1cccs1)NCc1ccccc1Br	7	0	-2	2	-0.4	-3	18	0	i	-1.5
Cc1ccc(S(=O)(=O)NCc2ccc(C(=O)NCCc3ccc(S(N)(=O)=O)cc3)cc2)cc1	9	-1	2	3	-0.8	0	1	1	i	1.2
Cc1ccc(S(=O)(=O)N2CCCC2C(=O)NCc2ccc3c(c2)OCO3)cc1 (stereo unspecified)	3	-2	-1	6	-1.1	-2	3	6	i	0.0
Cc1ccccc1-n1nc2c(c1NC(=O)COc1ccc(Cl)cc1)CS(=O)C2 (stereo unspecified)	-3	3	5	-6	0.0	0	-8	0	i	-1.3
O=C(Nc1c2c(nn1-c1ccccc1)CS(=O)(=O)C2)c1cccs1	-6	-3	5	2	-0.6	-2	-1	1	i	-0.2

Continued, overlapping the part above by four compounds.
SMILES	CendR NRP1 mod	STEP block	SUMO1-SIM PPI	Scp1 inh	Tb MetRS inh	NadD inh	SKN-1 block	DNMT1 inh	Neddylation inh	LMPTP inh
Cc1ccc(S(=O)(=O)NCc2ccc(C(=O)NCCc3ccc(S(N)(=O)=O)cc3)cc2)cc1	9	-1	2	3	-0.8	0	1	1	i	1.2
Cc1ccc(S(=O)(=O)N2CCCC2C(=O)NCc2ccc3c(c2)OCO3)cc1 (stereo unspecified)	3	-2	-1	6	-1.1	-2	3	6	i	0.0
Cc1ccccc1-n1nc2c(c1NC(=O)COc1ccc(Cl)cc1)CS(=O)C2 (stereo unspecified)	-3	3	5	-6	0.0	0	-8	0	i	-1.3
O=C(Nc1c2c(nn1-c1ccccc1)CS(=O)(=O)C2)c1cccs1	-6	-3	5	2	-0.6	-2	-1	1	i	-0.2
Cc1nn(C)cc1N1C(=O)c2cccc3c(N)ccc(c23)C1=O	133	-85	-102	-4	-0.3	-3	-127	65*	i	-8.8
CCOC(=O)C1CCN(Cc2cccc(OCc3ccccc3)c2)CC1	-4	1	-2	-4	-0.1	-9	1	1	i	-1.8
CCCC(=O)Nc1cc2c3c(c1)C(C)C(=O)N3CCC2 (stereo unspecified)	3	-1	-7	-9	-0.1	4	9	0	i	-0.6
O=C(CCNc1n[nH]c(=O)[nH]c1=O)N/N=C\c1ccc(Br)cc1	12	-1	-15	6	-0.9	-3	-18	2	i	2.5
COCCn1c(=O)[nH]c2cc(C(=O)N3CCN(Cc4ccc5c(c4)OCO5)CC3)ccc2c1=O	-12	-2	-4	-7	-0.3	-9	-11	-1	i	-2.2
COc1ccc(NC(=O)NN2CCN(C)CC2)c(OC)c1	-1	0	0	3	-0.6	-2	-19	-1	i	-1.4
CN(C)S(=O)(=O)N1CCc2ccccc21	0	2	3	-7	0.1	8	4	-3	i	0.7
Brc1ccc(-c2nnc3n2C2(CCCC2)Cc2ccccc2-3)o1	-4	-1	-1	-6	0.1	-1	10	-1	i	0.0
CCOC(=O)C1CN(S(=O)(=O)c2ccc(C)cc2)c2cc(S(=O)(=O)CC)ccc2O1 (stereo unspecified)	2	-1	3	-10	-0.2	-8	11	-3	i	-0.3
CC(=O)c1c(C)[nH]c(C(=O)CN2C(=O)NC(C)(c3ccc4c(c3)OCCO4)C2=O)c1C (stereo unspecified)	-10	-1	2	1	-0.3	4	-18	0	i	-0.3
CCN1CCN(S(=O)(=O)c2ccc(OC)c(NC(=O)c3ccccc3F)c2)CC1	3	-1	7	4	-0.5	-7	11	1	i	-3.2
CCS(=O)(=O)c1nc(S(=O)(=O)c2ccc(Cl)cc2)c(N2CCCC2)s1	-15	-1	-8	-5	-0.7	-7	2	-1	i	-1.5
CC(C)(C)NC(=O)C(=O)NN=C1CCCCCC1	-2	12	-1	-3	-0.4	0	-9	1	i	-0.3
CCC(C)(C)C(=O)Nc1ncc(S(=O)(=O)c2ccc([N+](=O)[O-])cc2)s1	-1	-4	-24	-1	-0.6	2	36*	-9	i	1.0
CCN(CC(=O)Nc1cc(C)c(Cl)cc1OC)CC(=O)NC1CCS(=O)(=O)C1 (stereo unspecified)	-4	11	3	-7	-0.8	1	6	1	i	-0.7
COc1ccc(N2CC(C(=O)Nc3ccc(S(=O)(=O)Nc4nccs4)cc3)CC2=O)c(OC)c1 (stereo unspecified)	-9	0	6	-5	0.2	2	6	-2	i	0.2
COc1ccc(C)cc1NC(=O)CSc1nnc(-c2cc3cccc(OC)c3o2)n1N	9	2	-4	-3	-1.4	12	27	-7	i	2.5
CCCCCc1c(O)nc(SCCN(C)C)[nH]c1=O	15	0	0	2	-0.1	5	11	2	i	1.8
COc1cc(C=NNC(=O)Cn2nc(C)cc2C)ccc1OC(=O)C1CC1	8	-3	-5	-8	-0.5	2	0	0	i	0.2
Cc1cc(Sc2nccn2C)ncc1[N+](=O)[O-]	-1	-3	-17	-5	0.4	-3	10	3	i	-1.0
O=[N+]([O-])c1cccnc1Oc1ccc(C2SCCS2)cc1	7	3	-37	-18	-0.6	-6	0	1	i	3.8
O=C(Nc1ccccc1)c1cccc(S(=O)(=O)N2CCCCC2)c1	10	-3	0	-6	0.0	-1	14	2	i	-0.2
CCCC(=O)N1CCOCC1c1cc(C(=O)NCc2ccccc2)no1 (stereo unspecified)	3	0	0	x	-0.3	-2	0	-3	i	0.3
CSC(=NCc1cccnc1)NS(=O)(=O)c1cccs1	5	-2	1	-5	-0.3	7	-2	-9	i	-0.3
COc1ccc(OCc2nnc(SCC(=O)Nc3ccccc3Cl)o2)cc1	-7	0	5	-10	-0.3	-3	-6	-1	i	0.0
COc1cc(C(=S)N2CCOCC2)cc(OC)c1OC(=O)c1cc([N+](=O)[O-])c(C)c([N+](=O)[O-])c1	13	0	-14	-7	-0.3	15	22	13	i	0.9
CN(CCNC(=O)c1ccc(N2CCCC2=O)cc1)CCc1ccccc1	-18	1	-2	3	-0.3	-3	-14	0	i	0.3
CC(C)(C)NC(=O)CN1CCN(C(=O)CCl)CC1	-9	1	3	-3	0.1	-5	5	2	i	-3.1
COc1cc(CNCCCN2CCOCC2)cc(Br)c1OCC(=O)N1CCCCC1	-20	-6	-5	0	0.1	-4	3	7	i	-8.3
O=C1CC(Sc2ncn[nH]2)C(=O)N1c1ccccc1 (stereo unspecified)	-2	-3	2	3	0.2	3	1	-3	i	0.8
COc1ccc(/C=C/C(=O)OCC(=O)Nc2nnc(-c3ccccc3)o2)c(OC)c1	-3	2	-2	x	-0.2	9	-7	1	i	-1.9
CCOC(=O)C1(C)CCCN1C(=O)c1ccc(Cl)nc1 (stereo unspecified)	-6	-2	-1	x	-0.2	2	0	7	i	-0.2
CC(=O)Oc1ccc2oc(=O)c3c(c2c1)CCCN3C(=O)CN1CCOCC1	11	0	-2	-13	0.3	4	-2	-1	i	1.0
COc1ccc2oc(C(=O)N3CCc4ccccc43)c(C)c2c1	20	3	-15	-7	0.4	-5	-16	0	i	1.5
O=C(Nc1ccc(Nc2ccccc2)cc1)c1ccc(Cl)cc1	-8	1	1	-18	-0.4	-2	12	-6	i	3.7
CC(Sc1nnc(Cc2cccs2)n1C1CCCCC1)C(=O)N1CCc2ccccc21 (stereo unspecified)	2	0	1	11	-2.4	6	-4	-2	i	-1.2
COc1ccc(Nc2oc(COc3ccc(Cl)cc3)nc2C#N)cc1	10	-5	42*	-13	-0.4	-16	12	0	i	1.7
COC(=O)c1ccc2nc(-c3ccco3)c(Cc3ccccc3C(F)(F)F)n2c1	-16	x	1	x	-1.1	19	6	x	x	1.4
CCOc1ccc(NC(=O)CSc2nc(NS(=O)(=O)c3ccc(C)cc3)cc(=O)[nH]2)cc1	-15	1	3	-12	-0.4	0	-3	14	i	-2.1
O=C(Nc1ccc(CN2CCOCC2)cc1)c1cc2ccccc2o1	-7	-1	-1	-5	-0.4	0	56*	-2	i	1.0
N#Cc1ccc(COC(=O)CC(NC(N)=O)c2ccc(Cl)cc2)cc1 (stereo unspecified)	-8	-1	5	-8	0.2	-4	-3	4	i	-1.0
CN1CCc2c(sc(NC(=O)c3ccc4ccccc4c3)c2C(N)=O)C1	-69	5	-33	x	-0.2	4	20	-8	i	0.9
O=S(=O)(/N=C(/Nc1cccc2ccccc12)c1ccc(F)cc1)c1ccccc1	0	1	0	-8	0.7	-8	2	-3	i	0.6
